KCNK3 block – human KCNK3 channel inhibitors, primary screen, CHO cells, FluxOR thallium flux, B-score | Potassium channel subfamily K member 3 (Homo sapiens), O14649 | FluxOR fluorescence; stronger effect = lower value | B-score at 10 µM | 340,000 tested, 0.84% active;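 active = B-score under library mean minus 4 SD, starting fluorescence ratio at most library mean plus 5 SD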;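 note: more negative B-score means stronger inhibition of thallium flux through KCNK3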
Target sequence (O14649 whole entry, looked up): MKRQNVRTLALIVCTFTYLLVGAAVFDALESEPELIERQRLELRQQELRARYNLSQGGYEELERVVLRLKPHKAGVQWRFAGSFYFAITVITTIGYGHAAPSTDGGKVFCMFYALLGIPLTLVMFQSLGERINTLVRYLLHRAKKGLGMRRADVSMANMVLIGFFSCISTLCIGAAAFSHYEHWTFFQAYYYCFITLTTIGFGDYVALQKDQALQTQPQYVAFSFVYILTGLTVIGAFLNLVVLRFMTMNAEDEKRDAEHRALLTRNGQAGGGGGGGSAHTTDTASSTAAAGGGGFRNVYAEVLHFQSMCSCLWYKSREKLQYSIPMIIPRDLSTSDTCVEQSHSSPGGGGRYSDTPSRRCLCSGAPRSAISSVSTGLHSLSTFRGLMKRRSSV
Dyrk1A ADPGlo – rat Dyrk1A kinase inhibitors, primary screen, biochemical, single point, plate reader; Dual specificity tyrosine-phosphorylation-regulated kinase 1A (Rattus norvegicus), Q63470; ADP-Glo luminescence, NFATc1 peptide; inhibition, % at 12.5 µM; 310,000 tested, 0.43% active; AID 504441, 2011; in the data active = inhibition above about 50%;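 note: plate controls were vehicle with enzyme for no effect and no enzyme for full effect; many of its hits are not listed in these tables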
The depositor's hits bear a star; i = inactive. A portion of the library, so the mix of outcomes need not match the whole.

SMILES	KCNK3 block	Dyrk1A ADPGlo
O=S(=O)(NCC1CN(S(=O)(=O)c2c(F)cccc2F)C1)c1ccc2c(c1)OCCO2	i	-0.7
OCCN(Cc1ccccc1)Cc1ncccc1O	i	-4.3
COc1ccc(NC(=O)c2cc(S(=O)(=O)N3CCOCC3)ccc2C)cc1S(=O)(=O)N1CCOCC1	i	6.5
COc1cc(NC(=O)COC(=O)CCc2nc3ccccc3c(=O)[nH]2)cc(OC)c1	i	-1.1
CCN(CC(=O)Nc1ccc(NC(C)=O)cc1)C(=O)c1cccc2ccccc12	i	-4.5
CC(C)Oc1ccc(C(=O)Nc2cc(S(=O)(=O)N3CCOCC3)ccc2N2CCOCC2)cc1	i	7.1
COc1ccccc1-n1c(=O)oc2ccc(Cl)cc2c1=O	i	6.4
CCCC(=O)OCC(=O)Nc1cc(C(C)(C)C)nn1-c1ccccc1	i	9.7
CCOC(=O)C1=C(C)Nc2ccccc2N=C1NC(=O)c1oc2ccccc2c1COC	i	-0.1
O=C(CCCCCn1c(=O)[nH]c2ccsc2c1=O)N1CCN(C2CCCCC2)CC1	i	5.0

The last seven compounds of the section before open the next one.
SMILES	KCNK3 block	Dyrk1A ADPGlo
COc1cc(NC(=O)COC(=O)CCc2nc3ccccc3c(=O)[nH]2)cc(OC)c1	i	-1.1
CCN(CC(=O)Nc1ccc(NC(C)=O)cc1)C(=O)c1cccc2ccccc12	i	-4.5
CC(C)Oc1ccc(C(=O)Nc2cc(S(=O)(=O)N3CCOCC3)ccc2N2CCOCC2)cc1	i	7.1
COc1ccccc1-n1c(=O)oc2ccc(Cl)cc2c1=O	i	6.4
CCCC(=O)OCC(=O)Nc1cc(C(C)(C)C)nn1-c1ccccc1	i	9.7
CCOC(=O)C1=C(C)Nc2ccccc2N=C1NC(=O)c1oc2ccccc2c1COC	i	-0.1
O=C(CCCCCn1c(=O)[nH]c2ccsc2c1=O)N1CCN(C2CCCCC2)CC1	i	5.0
CCN1C(=O)[C@H]2[C@H]3CN=C(SCc4ccccc4)N3[C@@](Cc3ccccc3)(C(=O)OC)[C@H]2C1=O	i	-0.2
CCO[C@H]1c2c(ccc3ccc(=O)oc23)OC(C)(C)[C@H]1O	i	4.6
CCC1(c2ccccc2)SC(=O)NC1=O (stereo not drawn)	i	-5.1
CC1C(=O)c2ccccc2CC1C(=O)O (stereo not drawn)	i	0.3
CCc1nc2ccccc2c(C(=O)OCC(=O)N(CC(C)C)c2c(N)n(Cc3ccccc3)c(=O)[nH]c2=O)c1C	i	3.6
COc1ccc(OC)c(C(=O)COC(=O)c2cccnc2SC)c1	i	-0.7
O=C(c1cccc(O)c1)N1CCN(C(=O)C2CC2)CC1	i	-4.0
O=C1NCCOC(=O)[C@@H](Cc2ccc(F)cc2)CC/C=C/C[C@H]1CC(=O)N(CCO)Cc1ccccc1	i	-3.6
CC(C)=CCC/C(C)=C/CNC(=O)C[C@H]1C[C@H](C(=O)N2CCOCC2)[C@@]2(C)c3[nH]c4cc(-c5ccco5)ccc4c3CCN2C1=O	i	-0.5
Cc1ccc(OCCNC(=O)CCNS(=O)(=O)c2ccc3ccccc3c2)cc1	i	4.5
CC1(c2cccc3ccccc23)OC(=O)c2ccccc21 (stereo not drawn)	i	14.8
CCCN=C1N(C)C[C@@H]2[C@@H]3C(=O)N(Cc4ccccc4)C(=O)[C@@H]3[C@](C)(C(=O)OC)N12	i	0.2
COC(=O)C1CC2=C(CCCC2=O)NC1=O (stereo not drawn)	i	-1.9
O=C(C=C(C(=O)c1ccccc1)c1ccccc1)c1ccccc1	i	1.1
Oc1cccc(CCc2ccccn2)c1	i	7.9
COc1ccc(CNS(=O)(=O)CCNCCc2ccccc2)cc1	i	-3.8
OCC[C@H]1C[C@H](O)[C@@H](O)[C@@]2(CCCc3ccccc3O2)O1	i	4.9
COCCNC(=S)N1CCC(C(=O)c2ccc(F)cc2)CC1	i	-5.5
CCN1C[C@@H]2[C@@H]3C(=O)N(Cc4ccccc4)C(=O)[C@@H]3[C@](CC)(C(=O)OC)N2C1=NC1CCCCC1	i	-6.1
CC(CNC(=O)COC(=O)c1ccco1)c1ccccc1 (stereo not drawn)	i	-2.0

Brought forward from above: two entries, then new ones.
SMILES	KCNK3 block	Dyrk1A ADPGlo
CCN1C[C@@H]2[C@@H]3C(=O)N(Cc4ccccc4)C(=O)[C@@H]3[C@](CC)(C(=O)OC)N2C1=NC1CCCCC1	i	-6.1
CC(CNC(=O)COC(=O)c1ccco1)c1ccccc1 (stereo not drawn)	i	-2.0
C[C@H]1COC(=O)[C@H](Cc2ccc(F)cc2)CC/C=C/C[C@@H](CC(=O)N(CCO)Cc2ccccc2)C(=O)N1	i	-1.2
CCC(=O)N(c1nnc(SCC(=O)c2ccc[nH]2)s1)C1CC1	i	0.3
Cc1ccc([C@@H]2CC=C(C(=O)O)[C@H](c3ccc(Br)cc3)N2S(=O)(=O)c2ccc(C)cc2)cc1	i	-3.4
COc1ccc(S(=O)(=O)N2CCCCCC2)cc1C(=O)OCC(=O)NC1CCS(=O)(=O)C1 (stereo not drawn)	i	3.3
COc1cc(OC)cc(-c2c(-c3cccs3)c3cc(-c4cccc5[nH]ccc45)ccc3n2C)c1	i	2.7
Cc1c(NC(=O)COc2cccc(F)c2)c(=O)n(-c2ccccc2)n1C	i	-2.9
CC(Sc1n[nH]c(-c2cccs2)n1)C(=O)Nc1ccccc1F (stereo not drawn)	i	-3.7
C[C@@H]1CN([C@@H](C)CO)C(=O)c2cc(N(C)C)ccc2O[C@@H]1CN(C)Cc1ccncc1	i	5.5
O=S1c2ccccc2Sc2ccccc21	i	1.5
C[C@H](CO)N1C[C@H](C)[C@@H](CN(C)S(=O)(=O)c2ccccc2)Oc2c(NC(=O)C3CCCCC3)cccc2C1=O	i	15.4
CCN1C(=O)[C@H]2[C@@H](c3ccc(-c4cccc(Cl)c4)cc3)N[C@@](CC(C)C)(C(=O)OC)[C@H]2C1=O	i	2.6
CCC(c1nnnn1C1CCCC1)N(Cc1cccs1)Cc1cc2cccc(C)c2[nH]c1=O (stereo not drawn)	i	-7.6
COc1ccc(/C=N/n2c(SC)nnc2-c2ccccc2)c(OC)c1OC	i	7.0
CN1C=CC(=O)[C@@H](OC(=O)Nc2ccc(Br)cc2)[C@H]1c1ccccc1Br	i	6.3
CCNC(=O)Nc1cc(S(=O)(=O)Nc2ccc(OC)cc2)ccc1N1CCOCC1	i	-2.2
N#Cc1ccc(S(=O)(=O)NCCc2ccncc2)cc1	i	4.1
O=C(NCc1ccccc1Cl)c1ccc(S(=O)(=O)NCc2ccco2)cc1	i	4.9
CCOc1ccc(C(=O)CCC(=O)NNC(=O)CCN2CCN(c3ccccc3)CC2)cc1	i	-6.9
N=C1C(c2ccc(Br)cc2)=C(O)C2CCc3ccccc3N12 (stereo not drawn)	i	4.2
CN(C(=O)CCCN1C(=O)c2ccccc2C1=O)C1CCCCC1	i	1.0
COc1ccc(C)cc1NC(=S)NNC(=O)c1ccccc1Cl	i	1.9
COc1ccc(-c2ccc(OC)c(OC)c2OC)c(OC)c1OC	i	2.5
CCCCC(CC)C(=O)Nc1cc(C(=O)NCc2ccc(C)cc2)ccc1N1CCC2(CC1)CC(c1cccc(Br)c1)=NO2 (stereo not drawn)	i	-5.8
Cc1ccc([C@H]2C(C(=O)O)=CC[C@@H](c3ccc(C)cc3)N2S(=O)(=O)c2ccccc2C)cc1	i	-14.6
C=COC(=O)NC1CCc2cc(OC)c(OC)c(OC)c2-c2ccc(SC)c(=O)cc21 (stereo not drawn)	i	-0.2
CCOc1ccc(NC(=O)COc2ccccc2C(=O)NCc2ccccc2)cc1	i	-4.8
CCN(c1ccc(NC(=O)CSc2ccc3c(c2)OCCO3)cc1)C(C)C	i	-0.8
Cc1cc(C(=O)COC(=O)c2cc(O)c3ccccc3c2O)c(C)n1CC1CCCO1 (stereo not drawn)	i	12.3
Cc1cc(O)c(C(C)C)cc1N=Cc1ccc([N+](=O)[O-])cc1	i	-2.6
CCOC(=O)c1ccc(NC(=O)CN2CCN(CCN=CC3=C(O)CC(C)(C)CC3=O)CC2)cc1	i	2.8
CCCN1CCN(S(=O)(=O)c2ccc3c(c2)CCC(=O)N3)CC1	i	1.5
Cc1ccc(C(=O)OCC(=O)N2CCC(c3ccccc3)=N2)cc1	i	-4.1
Cc1nn(CC(=O)NC2CC2)c(C)c1S(=O)(=O)NC(C)(C)C	i	-3.3
Cn1c(N)c(C(=O)COC(=O)CNC(=O)c2ccc(Cl)cc2Cl)c(=O)n(C)c1=O	i	-3.5
O=c1c2ccccc2ccc2ccc(P(=O)(O)O)cc12	i	-3.8
Cc1ccc(C(C)C)c2oc(=O)cc(-c3ccc(-c4ccc(C(F)(F)F)cc4)cc3)c12	i	-0.3
CCOc1ccc2oc(C(=O)OCC(=O)N3CC(C)OC(C)C3)c(C)c2c1 (stereo not drawn)	i	-2.0
O=C1CC[C@@H]2C[C@@]3(C[C@@H]4CCN1[C@H]24)Nc1cc([N+](=O)[O-])ccc1NC3=NCc1ccccc1	i	-3.5
CN(CC(=O)NCCCN1CCOCC1)S(=O)(=O)c1ccc(Cl)cc1	i	-0.6
Cc1ccc(S(=O)(=O)N(C)C[C@@H]2Oc3ccc(NS(=O)(=O)c4ccccc4)cc3CC(=O)N([C@@H](C)CO)C[C@H]2C)cc1	i	8.1
Cc1noc(C)c1C(=O)OCC(=O)NC1CCCCC1C (stereo not drawn)	i	-0.8
COc1ccc(CCn2c(C)cc(C(=O)CN3C(=O)C(=O)N(C4CCCC4)C3=O)c2C)cc1OC	i	7.6
OCCN(CCO)c1nc(N2CCCCC2)c2nc(N(CCO)CCO)nc(N3CCCCC3)c2n1	i	6.1
Cc1noc(C)c1COC(=O)c1cc2c3ccccc3n(C)c2s1	i	1.9
COc1ccc(C(=O)Cc2ccccc2C(=O)O)cc1	i	3.7
CC[C@H]1C/C=C\Cc2ccccc2[C@H](C(=O)C[C@@H](O)CC(C)=O)OC1=O	i	-3.5
COc1cc(CC2COC(c3ccc(O)c(OC)c3)C2COC(C)=O)ccc1O (stereo not drawn)	i	1.9
COc1ccc(/C=C/c2cc(O)cc(OC3OC(CO)C(O)C(O)C3O)c2)cc1 (stereo not drawn)	i	-0.8
CCOc1ncccc1C(=O)OCCCC(=O)c1ccc(Br)cc1	i	1.7
CCOC(=O)C1=CN(C)CCC1=O	i	-7.6

Continued:
SMILES	KCNK3 block	Dyrk1A ADPGlo
O=C1CCC(C(=O)Nc2ccc([N+](=O)[O-])cc2)N1 (stereo not drawn)	i	-3.6
COc1ccc(NC(=O)CN(C)C(=O)CN2C(=O)NC3(CCCCC3)C2=O)cc1	i	-0.7
O=C(Cn1ccc(NC(=O)OCc2ccccc2)nc1=O)NCc1ccc2c(c1)OCO2	i	0.4
CC(Oc1ccccc1)C(=O)Nc1ccc(F)c(S(=O)(=O)N2CCOCC2)c1 (stereo not drawn)	i	-5.0
CC1CCCCC1NC(=O)NC(=O)COC(=O)c1cncc(Br)c1 (stereo not drawn)	i	-1.4
NC(=N\N=Cc1ccco1)/C(N)=N/N=Cc1ccco1	i	-13.0
CN(C(=O)c1cccc(NC(=O)Cc2ccc(NC(=O)C3CCCN(C(=O)C4CCCC4)C3)cc2)c1)C1CCCC1 (stereo not drawn)	i	-1.1
O=C(COC(=O)Cn1[nH]c(=O)c2ccccc2c1=O)NNC(=O)c1ccc(Br)cc1	i	-1.8
CC1(C)C(=O)Nc2ccccc2N1C(=O)COC(=O)c1cccnc1	i	0.3
O=C(Cn1ccc(NC(=O)OCc2ccccc2)nc1=O)NCCCc1ccccc1	i	1.1
COc1ccc(NC(=O)CCN=C2NS(=O)(=O)c3ccccc32)cc1S(=O)(=O)N(C)C	i	2.6
O=C(CCl)NC(Cc1ccccc1)C(=O)OCC(=O)c1ccc(-c2ccccc2)cc1 (stereo not drawn)	i	1.1
c1ccc2nc(N3CCCC3)c(N3CCCCC3)nc2c1	-10.1*	-2.9
COc1cccc(-c2sc3ccc(OC)cc3c2-c2ccc(OCCN(C)C)cc2)c1	i	26.4
Cc1ccc(S(=O)(=O)CCC(=O)OCC(=O)c2cc(C)n(C)c2C)cc1	i	5.4
CCOc1ccccc1NC(=O)COC(=O)c1nc2nccc(C)n2n1	i	0.0
O=C1N[C@@H](Cc2c[nH]c3ccccc23)COC(=O)[C@H](Cc2ccc(F)cc2)C/C=C\C[C@@H]1CC(=O)N(CCO)Cc1ccccc1	i	3.9
Cc1ccc(OCC(=O)Nc2ccccc2C(=O)NC2CC2)cc1	i	-8.9
COc1ccc(C(O)(c2ccccc2)C(C(=O)O)c2ccccc2)cc1 (stereo not drawn)	i	-2.4
CCc1ccc(S(=O)(=O)/N=C2/C=C(Sc3ncn[nH]3)C(=O)c3ccccc32)cc1	i	6.7
COc1cc(CC(=O)OCC(=O)NC2CCCCC2C)cc(OC)c1OC (stereo not drawn)	i	-5.0
CC(=O)NCCc1ccc(C(=O)COC(=O)C2CCCCC2)cc1	i	1.2
CC(C)(C)OC(=O)N[C@H](C(=O)OC(C)(C)C)c1ccc2ccccc2c1	i	7.7
COc1ccc(CNC(=O)CC2C[C@H](C(=O)N3CCOCC3)[C@@]3(C)c4[nH]c5ccccc5c4CCN3C2=O)cc1OC (stereo partly drawn)	i	-0.2
Cc1ccc(S(=O)(=O)N2CCOCC2)cc1-c1n[nH]c(=S)n1-c1ccccc1	i	5.4
COc1cc(OC)cc(-c2sc3ccc(OC)cc3c2-c2ccc(OCCN3CCOCC3)cc2)c1	i	1.2
CCOc1ccc(OCCC(=O)N(CC)CC(=O)Nc2c(F)cccc2F)cc1	i	-3.3
CC(=O)Nc1ccc(SCC(=O)NCC2(N3CCCCC3)CCCCC2)cc1	i	-6.5
COc1cc(C(=O)NCc2ccccc2Cl)ccc1OCC(=O)N1CCOCC1	i	-1.6
O=C(CNc1ccc(Cl)c(C(F)(F)F)c1)N1CCN(S(=O)(=O)c2ccccc2)CC1	i	-2.1
CN(C)S(=O)(=O)c1cccc(-c2nn(-c3ccccc3)cc2/C=C2\SC(=S)NC2=O)c1	i	-2.1

Bioassay records (PubChem)
